AddAB inh = less growth of phage-infected E. coli with AddAB. 330,000 tested, 0.29% active. AID 435030. inhibition, % at 11.9 µM. E. coli expressing H. pylori AddAB, absorbance growth; in the data active = inhibition above about 12%;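 note: 0% = vehicle wells of infected cells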
Tat export inh = inhibitors of E. coli Tat protein transport; inhibition, % at 10 µM; E. coli MC4100 TorA-mCherry Tat export, fluorescence; 340,000 tested, 0.036% active;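 active = mean replicate inhibition at least 50% and at least half of replicates individually reaching 50%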;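 note: exported cargo escapes ClpAP degradation while cytoplasmic cargo is degraded and loses fluorescence; 0% = median of neutral control wells and 100% = median of NaSCN control wells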
CDK5 inh = inhibitors of human CDK5/p35 kinase; Q00535+Q15078; Recombinant CDK5/p35, ADP-Glo luminescence, 60 min; inhibition, % at 10 µM; 330,000 tested, 0.01% active; AID 488839;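 active = highest replicate inhibition of at least 50% and at least 75% of replicates reaching 50%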;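 note: plate controls were DMSO neutral control for no effect and GW8510 at 10 µM for full effect; many of its hits are not listed in these tables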
SUMO Mot1 rescue = SUMOylation pathway inhibition by Mot1-301 growth rescue; growth rescue, % at 18.8 µM; S. cerevisiae Mot1-301 growth rescue, ATP luminescence, 38.5C; percent above DMSO median, 100 means doubled; 320,000 tested, 1% active;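 active = every valid replicate shows activation above 250% relative to neutral control wells; inactive = the rest, any valid replicate at or below 250%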;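 note: OY570 slx delta 5 strain wells were the positive control but not used for scaling; some compounds called inactive have numbers as strong as hits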
DAGLB inh = blocks human DAGLB lipase activity. Q8NCG7. HEK293T DAGLB membrane lysate, EnzChek fluorogenic substrate. inhibition, % at 5.17 µM. 340,000 tested, 0.059% active. AID 504411; in the data active = inhibition above about 34%;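 note: 0% = enzyme with vehicle and 100% = wells lacking enzyme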
HTR5A ag = activates human HTR5A in OPRM1-OPRD1 agonist counter-screen | HTR5A agonist assay, luminescence, cell-based | activation, % at 9.3 µM | 340,000 tested, 0.61% active | AID 504692; in the data active = activation mostly above about 9.5%, no sharp cut-off; inactive = mostly below about 7.6%;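 note: 0% = cells with vehicle only and 100% = reference agonist; strong numbers were not always called active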
Target sequence (P47898 whole entry, looked up): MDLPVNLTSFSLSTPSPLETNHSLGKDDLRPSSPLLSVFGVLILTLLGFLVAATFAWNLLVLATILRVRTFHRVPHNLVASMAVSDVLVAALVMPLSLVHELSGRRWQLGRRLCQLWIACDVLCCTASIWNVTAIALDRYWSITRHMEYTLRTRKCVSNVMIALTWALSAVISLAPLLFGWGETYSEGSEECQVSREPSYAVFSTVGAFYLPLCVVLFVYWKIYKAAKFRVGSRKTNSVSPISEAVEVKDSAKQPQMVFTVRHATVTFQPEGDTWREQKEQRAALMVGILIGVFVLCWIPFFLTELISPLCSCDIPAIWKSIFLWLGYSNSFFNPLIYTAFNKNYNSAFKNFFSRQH
PKA-R1A act = PKA-R1A complex activation | P00514+P68181 | PKA-R1A dissociation, Cy5-IP20 fluorescence polarization; scaled: DMSO 0%, 113 µM cGMP 100% | activation, % at 11.4 µM | 340,000 tested, 0.083% active | AID 504707;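 active = percent activation above the mean of all tested compounds plus 3 SD, cut at about 19% in these data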;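 note: higher means more PKAc released from R1A so a rise in polarization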
phage Ecoli inh = E. coli growth loss with phage present; growth absorbance; inhibition, % at 11.9 µM; 360,000 tested, 0.26% active; in the data active = inhibition above about 11%
PKA-R2B act = activates the human PKA-R2B holoenzyme complex | P22694+P31323 | PKA-R2B holoenzyme dissociation, Cy5-IP20 fluorescence polarization; R2B truncated from residue 108, S112A mutant; 0% DMSO only, 100% 113 µM cGMP | activation, % at 11.4 µM | 340,000 tested, 0.079% active;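 active = activation above a cutoff set at the mean over all compounds plus 3 SD, cut at about 18% in these data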;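 note: higher means more holoenzyme dissociation and a rise in polarization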
Target sequence (P31323 whole entry, looked up, other chains not shown, the tested form may be a part): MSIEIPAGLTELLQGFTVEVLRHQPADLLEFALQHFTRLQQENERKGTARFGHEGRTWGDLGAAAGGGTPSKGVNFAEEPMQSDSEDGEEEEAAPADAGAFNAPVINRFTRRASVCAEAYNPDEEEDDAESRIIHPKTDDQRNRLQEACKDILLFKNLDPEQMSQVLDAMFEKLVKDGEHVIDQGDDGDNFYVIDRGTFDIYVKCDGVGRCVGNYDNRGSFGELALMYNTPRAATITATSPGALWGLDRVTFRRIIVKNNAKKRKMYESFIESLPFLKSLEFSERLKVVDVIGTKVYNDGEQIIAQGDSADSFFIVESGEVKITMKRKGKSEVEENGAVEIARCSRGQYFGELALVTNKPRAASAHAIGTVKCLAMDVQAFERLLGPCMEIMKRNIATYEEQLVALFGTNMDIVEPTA
E coli growth = reduces bacterial viability in AddAB counter-screen | E. coli V3065 growth, OD600 absorbance, 18 h | inhibition, % at 11.9 µM | 330,000 tested, 0.27% active | AID 449728;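 active = inhibition above the campaign's mean inhibition across all tested compounds plus 3 SD, cut at about 9.9% in these data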;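 note: uninfected addAB+ strain grown without phage in ampicillin broth; 0% = DMSO wells and 100% = ciprofloxacin 0.95 µg/ml wells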
HTR5A inv ag = HTR5A inverse agonism, opioid heterodimer counter-screen; P47898; HTR5A cell line, luminescence; inhibition, % at 9.3 µM; 340,000 tested, 0.083% active; AID 504634; in the data active = inhibition mostly above about 23%, no sharp cut-off; inactive = mostly below about 18%;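 note: 0% = cells with DMSO and 100% = no-cell wells with DMSO; some compounds called inactive have numbers as strong as hits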
Active calls of the source: *; · = no result given.

smiles	AddAB inh	Tat export inh	CDK5 inh	SUMO Mot1 rescue	DAGLB inh	HTR5A ag	PKA-R1A act	phage Ecoli inh	PKA-R2B act	E coli growth	HTR5A inv ag
CN(CCOc1ccc(Cl)cc1)C(=O)c1ccc(S(=O)(=O)N2CCOCC2)cc1	2.5	15.3	-1.3	797.0	1.6	1.7	3.6	2.1	7.6	1.0	-8.8
COc1ccc(CNCc2ccc(OC)c3ccccc23)cc1	3.2	-12.2	-1.7	-6.8	-2.2	-3.1	-1.0	2.5	-9.3	1.0	11.6
O=C(CC1C=CCC1)Nc1ccccc1 (stereo not drawn)	·	3.9	0.9	·	-0.1	-0.4	-6.3	3.3	-6.0	·	1.8
COc1ccc(NC(=O)CNc2ccc(C#N)cc2)cc1	2.4	-1.5	-0.7	-3.8	-0.6	-0.4	1.6	1.8	-7.8	1.2	7.9
CCOC(=O)C1(C)NC(c2ccccc2F)C2C(=O)N(c3cccc(C(C)=O)c3)C(=O)C21 (stereo not drawn)	1.9	-1.1	0.3	4.6	-1.7	-2.2	-0.2	1.8	3.5	0.6	0.7
NC(=S)NNc1ccc(Cl)c(Cl)c1	-0.3	2.8	3.2	137.9	0.5	5.9	-10.5	1.0	4.0	1.6	-3.3
CCN(CCNC(=O)C1CCN(c2nnc(-n3cccc3)s2)CC1)c1ccccc1	-1.7	-1.7	-2.5	-29.7	1.8	-1.8	-16.8	2.2	-11.9	-0.3	5.0
Nc1nnnn1/N=C/c1cc([N+](=O)[O-])ccc1O	4.7	-0.9	2.0	-15.1	-0.1	1.7	4.7	-0.5	-0.6	3.2	-11.8
CC(=O)Nc1ccc2cc3ccc(NC(C)=O)cc3nc2c1	-0.2	-7.2	2.4	-3.8	-4.9	1.0	6.0	-0.8	-4.9	-0.2	-3.7
COc1cccc(-n2c(Cc3cc(=O)[nH]c(=O)[nH]3)nnc2SCC(=O)N2CCCCCC2)c1	4.6	4.0	-3.5	162.2	-1.5	-1.6	-0.2	2.6	-1.2	-1.0	4.3
CCC(=O)Nc1ccc2c(c1)ncn2-c1ccc(C)cc1	2.2	-2.6	-1.2	3.6	-1.5	-2.5	-10.9	0.5	3.7	-1.3	7.0
CC(=O)c1cn(CC(=O)NCc2ccc3c(c2)OCO3)c2ccccc12	4.7	-11.7	-1.7	-8.0	-1.7	-0.5	2.5	0.6	-11.0	2.8	-55.7
c1ccc(Cc2ccc(OCCn3cncn3)cc2)cc1	1.9	-0.9	2.0	574.3	-2.3	2.1	4.1	2.4	-16.4	-1.1	13.4
Cc1ccc(C)c(OCC(=O)Nc2ccc(S(=O)(=O)N3CCN(C)CC3)cc2)c1	2.2	2.8	-0.9	15.5	-0.2	2.7	-1.8	1.4	-0.9	1.9	-4.2
O=C(Cc1cccs1)NCc1cccc(Cl)c1	·	7.3	-1.6	-11.4	0.9	0.4	7.0	2.9	2.0	·	-1.4
COc1cc2c(cc1OC)-c1n[nH]c(=S)n1C(C)(C)C2	3.1	-9.2	2.6	-12.7	1.5	-4.2	-6.2	2.9	0.5	1.2	-12.2
Cc1ccc(-c2csc3ncnc(-n4nnc5ccccc54)c23)cc1	-1.7	-5.6	-0.4	18.0	-4.3	9.3	6.8	-0.2	1.4	-1.7	-0.1
CCOc1ccccc1C(=O)N1CCN(c2cccc(Cl)c2)CC1	0.2	-0.2	-0.3	-9.6	-1.7	-1.5	-0.1	1.9	12.4	-2.3	-31.4
CCc1ccc([C@@H]2CC=C(C(=O)O)[C@H](c3ccc(F)cc3)N2S(=O)(=O)c2ccc(C)cc2)cc1	-1.3	1.7	-0.1	-18.7	9.3	1.0	0.0	1.1	-4.5	-1.8	14.1
COc1cc(C(=O)NC(=S)NC(C)C)cc(OC)c1OC	3.9	10.1	-1.3	52.0	-1.2	-4.4	-7.2	1.0	-3.4	-0.7	16.2
Cc1ccc(N=C2NC(=O)CS2)cc1C	3.8	-1.8	-0.7	6.0	1.2	-0.9	-4.1	0.3	-2.4	-0.5	3.2
COc1ccc(C2=NS(=O)(=O)N(C)C(C(=O)NC3CCCCC3)=C2)cc1OC	1.8	0.9	-1.9	-14.8	-2.4	4.5	-6.7	4.4	-5.4	0.9	-13.8
CCOC(=O)c1c(C)[nH]c(C(=O)Nc2ccc(NC(C)=O)cc2)c1C	-0.3	3.5	-3.2	·	-1.1	-1.2	-9.1	2.1	-8.2	1.4	-37.4
Cc1ccc2c(c1)N(CC(=O)NCCCN1CCCC1)C(=O)CO2	1.9	-1.3	-1.5	28.2	-2.3	3.1	-2.8	-0.3	13.0	-0.9	-9.4
O=c1[nH]c(C2CCN(S(=O)(=O)c3ccc(F)cc3)CC2)nc2c1nnn2Cc1ccc2c(c1)OCCO2	2.2	16.8	-4.1	42.3	2.7	1.6	-19.4	-2.2	-0.6	0.8	-6.1
Cn1nnnc1-c1cc(Cl)cc(Cl)c1	0.5	9.0	-7.4	-13.1	-0.7	-4.6	-4.6	3.2	0.8	-1.5	11.9
CC1CCCC(NC(=O)COC(=O)c2ccc(S(=O)(=O)N3CCOCC3)cc2)C1C (stereo not drawn)	-1.2	13.6	-0.3	122.2	0.7	0.8	-2.9	-0.5	-9.5	-3.1	-14.2
CCC(C)(C)NC(=O)/C=C/c1ccc(OC)c(S(=O)(=O)N2CCOCC2)c1	3.5	-2.8	0.3	-7.8	0.9	-2.8	-1.5	1.6	12.4	-2.1	9.5
O=C(COC(=O)CCCOc1ccccc1)NNC(=O)c1ccc([N+](=O)[O-])cc1	-1.8	-1.0	-6.4	-2.9	-0.6	1.2	2.7	-2.1	4.1	-0.6	-3.1
CCC(C(=O)N1CCOCC1)n1c(C(=O)OC)cc2occc21 (stereo not drawn)	0.8	-2.9	-2.7	10.1	-1.0	7.5	1.8	1.4	-3.2	-2.0	-19.5
CCOc1ccc(C(C)=O)cc1CN1C(=O)NC2(CCCCC2C)C1=O (stereo not drawn)	-0.2	1.7	-0.6	-11.0	2.8	0.0	3.7	0.4	7.0	-0.9	-6.9
CCOCCOC(=O)c1ccc(NC(=O)c2cc(OC)c(OC)c(OC)c2Br)cc1	0.8	2.5	0.5	·	-2.2	-0.3	-3.5	1.1	6.6	0.2	-2.8
O=C(CSc1ncccn1)Nc1cccc2ccccc12	1.4	7.0	8.3	-20.4	-0.5	5.2	-12.4	-0.2	0.9	0.6	-12.6
O=C(Cc1csc(Nc2nc(=S)[nH]c3ccccc23)n1)NCc1ccccc1Cl	1.6	-11.2	2.4	-7.9	0.6	5.8	-1.8	-1.3	6.9	-0.7	23.3
Cc1ccn2cc(CNS(=O)(=O)c3ccc(Cl)s3)nc2c1	-0.8	4.1	-0.2	-6.5	-0.3	0.0	6.5	2.7	7.8	1.2	-4.3
CCC(C)(c1ccc(C(=O)OC)s1)c1ccc(C(=O)OC)s1	2.3	20.9	-1.7	-17.9	-7.5	-7.5	-0.6	2.2	-6.2	2.2	15.3
COC(=O)Nc1ccc(S(=O)(=O)N(C)CC(F)(F)C(F)F)cc1	3.1	3.9	-1.2	-13.3	0.3	13.2	2.8	2.6	-1.0	0.6	-35.4
CC(=O)Nc1ccc(S(=O)(=O)N2CCN(Cc3cccnc3)CC2)cc1	0.3	-7.2	-0.3	12.1	3.6	-2.0	0.7	-1.1	-14.3	-2.3	-32.4
Cc1ccc(OCC(=O)N(Cc2ccco2)C2CCS(=O)(=O)C2)cc1 (stereo not drawn)	2.3	-0.3	-0.6	5.2	1.4	-0.1	1.0	1.4	-2.9	-0.3	17.1
COc1ccc(-c2nc3c(s2)CCc2onc(-c4ccc(Br)cc4)c2-3)cc1	2.8	-1.6	0.3	159.3	-3.3	-1.1	-6.2	2.0	4.9	3.4	2.9
CCN(CC)CCN(C(=O)c1ccc(S(=O)(=O)N2CCCC2)cc1)c1nc2cc(C)cc(C)c2s1	0.3	8.1	-1.4	-16.5	0.6	0.4	13.9	3.0	-2.2	0.3	4.0
CCCNC(=O)Cn1c(=O)/c(=C\c2ccc(-c3cccc([N+](=O)[O-])c3)o2)s/c1=C\C(=O)C(C)(C)C	-0.2	-1.2	-0.3	30.3	1.0	7.8	0.6	5.3	2.0	1.0	-20.8
Cc1ccc(NS(=O)(=O)c2cccc(C(=O)NCC3(N(C)C)CCCCC3)c2)cc1	3.7	-9.6	0.0	12.5	0.9	-1.9	-1.1	2.7	-3.6	-0.5	9.7
CCc1nnc(NC(=O)C2(C)COC(c3ccccc3)OC2)s1 (stereo not drawn)	0.2	-6.9	1.3	-6.9	0.8	0.3	-5.3	2.2	-1.5	-0.9	-0.9
O=C(CCC(=O)Nc1ccc(F)cc1)N/N=C/c1ccncc1	2.5	-0.2	1.3	55.4	-1.4	4.5	-11.9	3.0	-0.7	-0.9	-12.9
CCOC(=O)c1cnc(Nc2nc3ccccc3o2)nc1CSC(=S)N(CC)CC	2.4	0.0	2.5	-9.5	-2.5	-1.4	-8.9	2.4	1.5	-1.2	12.6
CSc1ncc(C(=O)Nc2ccccc2C)c(C)n1	-0.7	3.2	0.1	-7.8	-0.1	-4.2	-2.6	-1.8	-3.4	-3.0	15.6
Cc1[nH][nH]c(=O)c1C(c1c(C)[nH][nH]c1=O)c1cn(C)c2ccccc12	·	-1.1	4.3	·	3.0	3.0	-4.2	4.0	2.6	·	-7.8
C(=N\Nc1nn[nH]n1)/c1ccccc1	1.5	22.0	-0.1	-2.6	-4.4	5.6	14.5	2.3	-2.5	0.2	-6.7
